Assay outcomes: PubChem BioAssay, several laboratories
Y pestis TopoI: Yersinia pestis topoisomerase I inhibitors, primary screen, biochemical, cleavage product accumulation, plate reader, single point; Y. pestis Topo-I cleavage product accumulation; activity, % at 10 µM; hit rate 0.064% among 360,000; AID 504884, 2011; in the data active = activity above about 50%, passing the limit was not always enough; note: inactives centre near 2
PrPC surface inh: inhibitors of human cell surface prion protein PrPC, primary screen, cell-based, TR-FRET; hit rate 0.43% among 370,000; inhibition, % at 13.8 µM; AID 720596, 2013; TR-FRET read-out; in the data active = inhibition above about 24%; note: 0% = median of the test wells and 100% = reference compound wells
SSB-PriA inh: inhibitors of Klebsiella pneumoniae PriA binding to SSB C-terminal tail, primary screen, biochemical, AlphaScreen; AID 1272365, 2023; PriA–SSB C-terminal tail interaction (Klebsiella pneumoniae); inhibition, % at 33 µM; AlphaScreen SSBct-PriA binding, biotinylated peptide; hit rate 0.6% among 430,000; in the data active = inhibition mostly above about 37%, no sharp cut-off; inactive = mostly below about 20%;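 note: plate controls were negative control peptide for no effect and reference peptide for full effect; strong numbers were not always called active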
SARS 3CLpro inh: SARS-CoV 3CLpro protease inhibitors, primary screen, biochemical, quenched FRET. Replicase polyprotein 1ab (Severe acute respiratory syndrome coronavirus), P0C6X7. recombinant SARS-CoV 3CLpro, quenched FRET peptide cleavage. inhibition, % at 6 µM. hit rate 0.14% among 290,000. AID 1706, 2009; in the data active = inhibition above about 12%
Vc quorum ag: inducers of Vibrio cholerae quorum light production without autoinducers, primary screen, BH1578 luxS cqsA deficient, single point; V. cholerae BH1578 lux reporter, luminescence, 6 h; activation, % at 18.7 µM; hit rate 0.16% among 350,000; in the data active = activation mostly above about 9.7%, no sharp cut-off; note: not every result past the cut was called active; inactives centre near 0; reference of the scale not given here
MazEF act: activators of E. coli MazEF toxin-antitoxin RNase, primary screen, biochemical, fluorescence, uHTS. Endoribonuclease toxin MazF (Escherichia coli (strain K12)), P0AE70. FAM/BHQ RNA-DNA oligo cleavage fluorescence, 5 h. activation, % at 20 µM. hit rate 0.32% among 350,000. AID 504720, 2011; in the data active = activation above about 50%
TcdB inh: TcdB glycohydrolase inhibitors, primary screen, biochemical, single point, plate reader | Toxin B (Clostridioides difficile), P18177 | TcdB glycohydrolase enzymatic assay | inhibition, % at 9.99 µM | hit rate 0.24% among 350,000 | AID 652162, 2013; in the data active = inhibition above about 10%
Target sequence (P18177 whole entry, looked up): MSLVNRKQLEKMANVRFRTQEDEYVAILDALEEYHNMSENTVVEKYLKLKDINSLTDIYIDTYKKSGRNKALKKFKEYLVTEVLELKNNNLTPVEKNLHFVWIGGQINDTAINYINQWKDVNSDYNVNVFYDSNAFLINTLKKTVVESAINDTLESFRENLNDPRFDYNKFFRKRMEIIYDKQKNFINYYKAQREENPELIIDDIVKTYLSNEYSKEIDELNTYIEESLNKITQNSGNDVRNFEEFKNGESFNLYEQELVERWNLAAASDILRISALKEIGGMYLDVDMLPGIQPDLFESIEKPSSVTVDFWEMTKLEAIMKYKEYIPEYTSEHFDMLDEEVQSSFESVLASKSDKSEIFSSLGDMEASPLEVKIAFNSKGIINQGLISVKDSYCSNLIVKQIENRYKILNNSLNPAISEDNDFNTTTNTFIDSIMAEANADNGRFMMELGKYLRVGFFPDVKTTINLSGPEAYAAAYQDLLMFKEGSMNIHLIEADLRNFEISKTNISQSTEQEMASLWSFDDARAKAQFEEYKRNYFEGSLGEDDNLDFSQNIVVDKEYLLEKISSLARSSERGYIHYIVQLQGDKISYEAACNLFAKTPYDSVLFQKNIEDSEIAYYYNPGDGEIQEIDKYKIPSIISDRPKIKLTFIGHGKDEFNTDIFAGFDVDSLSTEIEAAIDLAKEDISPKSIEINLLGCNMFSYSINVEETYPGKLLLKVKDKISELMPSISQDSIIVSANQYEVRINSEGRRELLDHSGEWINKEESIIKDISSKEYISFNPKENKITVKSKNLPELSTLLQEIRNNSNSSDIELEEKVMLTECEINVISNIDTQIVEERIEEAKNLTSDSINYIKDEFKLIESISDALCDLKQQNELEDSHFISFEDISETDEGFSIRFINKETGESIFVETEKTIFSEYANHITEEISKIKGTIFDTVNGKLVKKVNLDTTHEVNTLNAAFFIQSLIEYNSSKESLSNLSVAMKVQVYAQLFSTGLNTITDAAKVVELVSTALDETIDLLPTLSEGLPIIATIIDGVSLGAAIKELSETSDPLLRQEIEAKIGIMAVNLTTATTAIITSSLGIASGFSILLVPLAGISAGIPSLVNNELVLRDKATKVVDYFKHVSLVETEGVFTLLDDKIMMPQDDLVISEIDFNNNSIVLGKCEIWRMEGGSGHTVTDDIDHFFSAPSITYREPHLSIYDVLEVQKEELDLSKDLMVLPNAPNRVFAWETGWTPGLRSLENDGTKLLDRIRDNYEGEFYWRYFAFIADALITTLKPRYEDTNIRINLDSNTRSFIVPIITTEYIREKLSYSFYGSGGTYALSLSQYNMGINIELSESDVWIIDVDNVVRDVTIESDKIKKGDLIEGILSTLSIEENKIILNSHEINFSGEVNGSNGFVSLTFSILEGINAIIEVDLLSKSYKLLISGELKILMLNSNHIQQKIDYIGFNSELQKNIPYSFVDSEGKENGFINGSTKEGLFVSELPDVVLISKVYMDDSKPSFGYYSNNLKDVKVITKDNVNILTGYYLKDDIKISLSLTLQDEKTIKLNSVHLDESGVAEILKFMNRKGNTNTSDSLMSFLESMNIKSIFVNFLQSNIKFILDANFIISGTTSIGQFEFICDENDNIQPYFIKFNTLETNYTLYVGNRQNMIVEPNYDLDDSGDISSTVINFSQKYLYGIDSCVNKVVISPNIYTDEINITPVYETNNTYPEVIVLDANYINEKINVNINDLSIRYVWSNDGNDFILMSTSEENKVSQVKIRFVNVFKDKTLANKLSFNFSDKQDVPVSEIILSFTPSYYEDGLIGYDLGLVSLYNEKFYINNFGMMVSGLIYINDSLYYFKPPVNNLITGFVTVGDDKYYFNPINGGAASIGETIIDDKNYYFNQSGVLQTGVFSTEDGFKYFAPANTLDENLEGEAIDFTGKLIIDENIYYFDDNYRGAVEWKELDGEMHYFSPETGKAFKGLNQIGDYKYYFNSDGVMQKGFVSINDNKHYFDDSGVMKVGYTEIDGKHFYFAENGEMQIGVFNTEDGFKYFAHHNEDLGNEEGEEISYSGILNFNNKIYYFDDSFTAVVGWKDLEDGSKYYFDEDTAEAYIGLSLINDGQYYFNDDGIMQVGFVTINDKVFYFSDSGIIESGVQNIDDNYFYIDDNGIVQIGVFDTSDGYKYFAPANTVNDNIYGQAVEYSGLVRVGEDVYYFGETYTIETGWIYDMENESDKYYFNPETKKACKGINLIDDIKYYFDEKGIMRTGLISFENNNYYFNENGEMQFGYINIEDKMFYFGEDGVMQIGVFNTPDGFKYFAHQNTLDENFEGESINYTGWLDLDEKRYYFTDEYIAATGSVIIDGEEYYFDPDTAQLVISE
CCHFV vOTU inh: CCHFV vOTU protease inhibitors, primary screen, biochemical, Pep-AMC substrate, fluorescence; inhibition, % at 11.5 µM; hit rate 0.55% among 370,000; AID 651958, 2012; in the data active = inhibition above about 30%; note: 0% = vehicle wells with enzyme and 100% = no enzyme wells
VHR inh abs: VHR1 phosphatase inhibitors, primary screen, biochemical, absorbance, uHTS. Dual specificity protein phosphatase 3 (Homo sapiens), P51452. recombinant VHR phosphatase, pNPP absorbance. inhibition, % at 13.3 µM. hit rate 0.52% among 290,000. AID 1654, 2009; in the data active = inhibition above about 50%; note: some compounds called inactive have numbers as strong as hits
Rv3671c protease: Rv3671c serine protease inhibitors, primary screen, biochemical, fluorescence polarization, M. tuberculosis H37Rv; P9WHR9; inhibition, % at 5.96 µM; hit rate 0.048% among 320,000; in the data active = inhibition above about 38%;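 note: extracellular domain of Rv3671c used as enzyme; 0% = enzyme with DMSO and 100% = no enzyme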
Active calls of the source: *; i = inactive; / = no result given.

SMILES	Y pestis TopoI	PrPC surface inh	SSB-PriA inh	SARS 3CLpro inh	Vc quorum ag	MazEF act	TcdB inh	CCHFV vOTU inh	VHR inh abs	Rv3671c protease
Cc1ccc([N+](=O)[O-])cc1S(=O)(=O)Nc1ccc(-c2ccc(N3CCCC3)nn2)cc1	18	-20	-2	/	i	-1	-0.6	13	/	11
CCn1c(=O)cc(OCC(=O)N(C)c2ccccc2F)c2ccccc21	3	0	-10	-2	-0.2	2	0.8	3	-20	0
COC(=O)c1ccc(Cc2ccc(C(=O)OC)o2)o1	0	4	-10	2	-0.3	-8	1.6	-9	-8	-5
CC1CCN(S(=O)(=O)N2CCC(C(=O)NCCc3ccccc3)CC2)CC1	0	2	5	-3	i	1	-1.2	8	9	-2
Cc1ccc2c(c1)c1ncnc(N3CCc4ccccc4C3)c1n2C	/	10	-6	-3	/	8	/	-24	29	-2
CN(Cc1nc2ccccc2s1)C(=O)c1ccc(F)cc1	0	-1	-7	-7	-4.0	10	0.8	-1	26	-2
O=C(CN1C(=O)C2C3C=CC(C3)C2C1=O)Nc1nc2ccccc2[nH]1 (configuration not stated)	0	-1	2	-6	-1.3	6	/	-8	22	4
O=C(O)COc1ccc(/C=N/NC(=O)c2cccc3ccccc23)cc1	-3	-7	/	1	-1.7	0	0.7	5	9	-4
CN(CC(=O)Nc1cccc(F)c1)C(=O)c1ccc(N2CCCC2)c([N+](=O)[O-])c1	1	-8	8	/	-1.4	3	-0.4	-5	/	-2
O=C(CCCc1c[nH]c2ccccc12)Nc1ccc2ccccc2c1	-8	4	1	-1	-0.3	4	/	8	10	-2
Cc1ccc(C)c(S(=O)(=O)NCc2ccc3c(c2)OCO3)c1	1	4	-1	0	i	1	-0.6	3	18	/
CCCCn1c(=O)c(C(=O)Nc2ccccn2)c(O)c2ccccc21	3	-1	-8	-1	1.5	16	1.9	1	1	9
Cc1cc2oc(C(=O)NCc3ccc(S(N)(=O)=O)cc3)c(C)c2cc1C	5	6	-2	0	-0.3	5	0.7	-7	-8	-9
NS(=O)(=O)c1cc2c(cc1C(F)(F)F)NCNS2(=O)=O	8	2	-6	-2	i	2	1.9	-4	-22	15
CCCN(CCC)C(=O)Cc1ccc(F)cc1	11	1	-11	-3	-0.3	0	1.7	-13	14	5
COc1cnc(SC)nc1Nc1ccc(C#N)cc1	-4	-5	-8	-1	-0.6	-4	1.2	15	16	-3
CC(=O)NC(c1ccccc1)c1nc(-c2ccccc2)cs1 (configuration not stated)	6	7	/	/	i	/	0.7	-9	/	/
CCSc1nc2c(c(=O)[nH]1)C(c1ccncc1)C(C(=O)OC)=C(C)N2 (configuration not stated)	-1	-2	-4	0	i	7	/	-9	15	0
COC(=O)Cn1c(SCc2ccccc2)nc2ccccc21	3	6	-6	1	i	-1	/	4	43	1
COc1ccc(OCC(=O)N(Cc2sccc2C)C2CCS(=O)(=O)C2)cc1 (configuration not stated)	9	-3	-1	-1	-0.1	14	1.5	20	-2	-5
Cc1ccc(C(=O)NCC(=O)OC(C)C(=O)NC2CCCCC2C)cc1C (configuration not stated)	-1	0	2	/	i	6	-3.0	3	/	5
CCC1(c2ccccc2)NC(=O)N(CC(=O)N(C)CC(=O)Nc2c(C)cccc2C)C1=O (configuration not stated)	-11	-5	-21	-3	i	-2	1.1	6	22	-6
CCCCN(Cc1ccccc1)S(=O)(=O)c1cc(Br)cc2c1N(C(C)=O)C(C)C2 (configuration not stated)	21	5	6	4	-5.0	-1	/	-2	16	-7
O=C(c1ccccc1)N1CCN(C(=O)c2ccc3c(c2)OCO3)CC1	0	-3	-4	-1	0.0	5	2.5	1	12	-3
CC(CC(=O)NC1CCCCC1)S(=O)(=O)c1ccc2c(c1)CCN2C(=O)C1CC1 (configuration not stated)	5	1	-6	-2	-12	-2	1.0	0	6	0
O=C(CCNS(=O)(=O)c1ccc(Br)cc1)NCc1ccc(F)cc1	5	-1	4	0	i	1	0.6	11	2	3
CCC1(C)NC(=O)N(/N=C/c2ccc(C)s2)C1=O (configuration not stated)	-1	-14	/	4	i	-3	-4.4	27	13	6
COc1ccc2oc(C(=O)OCC(=O)Nc3cc(S(=O)(=O)N4CCOCC4)ccc3C)c(C)c2c1	21	5	-21	/	i	61*	-0.3	1	/	-51
COc1ccccc1NC(=O)Cn1cnc2c(nnn2-c2ccc(C)cc2)c1=O	2	9	-10	1	i	4	2.2	-3	6	-7
Cc1ccccc1OCC(O)Cn1c(Br)nc2c1c(=O)[nH]c(=O)n2C (configuration not stated)	4	11	-2	-4	-0.4	9	/	-12	-3	19
COc1ccc2nc(C)cc(N/N=C/c3ccc(F)cc3)c2c1	-34	-8	/	-23	-0.4	8	0.8	-12	9	-2
CCCC(=O)N(Cc1cc(=O)[nH]c2ccccc12)c1ccccc1	13	5	2	2	i	-10	0.7	9	24	-10
CC(=O)Nc1cccc(-c2cccc3nccn23)c1	2	-7	/	/	i	/	1.0	-85	/	/
Cc1c(CC=C(Cl)Cl)c(=O)[nH]c2c(C)cccc12	1	1	0	3	i	-5	1.4	-1	-15	-1
CCCCCCC(C)OC(=O)c1ccccc1C(=O)O (configuration not stated)	2	0	-15	3	0.4	4	0.4	-2	9	-1
CN(C)CC1CCCCC1OC(=O)c1ccc(Cl)c(Cl)c1 (configuration not stated)	-14	-3	5	9	-0.2	0	-0.3	4	-4	2
COc1ccc(C(C(=O)NC2CCCC2)N(Cc2cccnc2)C(=O)c2snc(C(N)=O)c2N)cc1 (configuration not stated)	9	1	0	4	-0.1	-15	-7.7	2	21	-3
Cc1oc(-c2ccc(F)cc2F)nc1CN1C[C@@H]2C[C@@H](C1)c1cccc(=O)n1C2	1	-2	/	-3	-2.3	5	0.9	2	4	8
COC(=O)c1cc(C(=O)OC)n(Cc2ccc(F)cc2)c1C	8	3	-36	3	-0.6	-3	1.0	13	-12	3
O=C(OCc1nc2ccccc2s1)c1cccs1	-5	4	-22	-10	i	3	/	-5	1	9
CC(=O)N1CCOc2ccc(S(=O)(=O)N3CCN(c4cccc(C(F)(F)F)c4)CC3)cc21	15	3	-1	3	-0.9	-2	0.9	-4	11	-10
CCc1ccccc1NC(=O)C1CCCN1C(=O)NCc1ccccc1 (configuration not stated)	5	-8	1	2	-0.2	2	0.6	4	12	6
COCCN(C(=O)C1=COCCO1)c1c(N)n(CC(C)C)c(=O)[nH]c1=O	5	-5	-1	/	0.4	-28	0.0	4	/	-5
COc1ccccc1C(=O)Nc1cccc(NC(C)=O)c1	-1	-4	-15	-2	1.0	-4	/	0	17	-3
COc1cccc(CN(C)C(=O)CSCC(=O)Nc2ccc(C)cc2)c1OC	8	2	0	/	-0.7	2	-0.7	6	/	-14

Given with values under each structure: part of the list above
Every second line gives: Y pestis TopoI	PrPC surface inh	SSB-PriA inh	SARS 3CLpro inh	Vc quorum ag	MazEF act	TcdB inh	CCHFV vOTU inh	VHR inh abs	Rv3671c protease
- Cc1oc(-c2ccc(F)cc2F)nc1CN1C[C@@H]2C[C@@H](C1)c1cccc(=O)n1C2
 : 1	-2	/	-3	-2.3	5	0.9	2	4	8
- CN(C)CC1CCCCC1OC(=O)c1ccc(Cl)c(Cl)c1 (configuration not stated)
 : -14	-3	5	9	-0.2	0	-0.3	4	-4	2
- CCc1ccccc1NC(=O)C1CCCN1C(=O)NCc1ccccc1 (configuration not stated)
 : 5	-8	1	2	-0.2	2	0.6	4	12	6
- COC(=O)Cn1c(SCc2ccccc2)nc2ccccc21
 : 3	6	-6	1	i	-1	/	4	43	1
- Cc1ccc(C(=O)NCC(=O)OC(C)C(=O)NC2CCCCC2C)cc1C (configuration not stated)
 : -1	0	2	/	i	6	-3.0	3	/	5
- COc1cccc(CN(C)C(=O)CSCC(=O)Nc2ccc(C)cc2)c1OC
 : 8	2	0	/	-0.7	2	-0.7	6	/	-14
- CCCN(CCC)C(=O)Cc1ccc(F)cc1
 : 11	1	-11	-3	-0.3	0	1.7	-13	14	5

Remaining list, next part.
SMILES	Y pestis TopoI	PrPC surface inh	SSB-PriA inh	SARS 3CLpro inh	Vc quorum ag	MazEF act	TcdB inh	CCHFV vOTU inh	VHR inh abs	Rv3671c protease
COCC(C)N=C1NN=C(c2cccs2)C(CC(=O)O)S1 (configuration not stated)	-10	-7	-6	8	-0.3	0	/	1	1	2
Cn1nnnc1SCC(=O)N1CCCCC1	0	-2	-3	2	-0.4	0	0.7	-10	10	-2
COc1ccc(NC(=O)c2cccnc2N2CCCCC2)cc1	9	0	-11	-3	-2.2	-5	/	12	12	-22
CCc1ccc(N2C(=O)CC(N3CCN(c4ccccn4)CC3)C2=O)cc1 (configuration not stated)	-1	-3	-5	1	-0.6	-4	-0.7	-7	2	11
COc1ccc(-n2c(-c3cc(-c4ccccc4)sc3N)n[nH]c2=S)cc1	-6	-3	11	-3	-0.5	-3	1.4	15	-1	6
Oc1c(C(Nc2ccccn2)c2cccnc2)cc(Cl)c2cccnc12 (configuration not stated)	5	1	105	5	i	-4	1.7	-15	7	16
CC(NC(=O)C(=O)N1CCCCC1)C(c1cccs1)N1CCN(c2ccccc2)CC1 (configuration not stated)	22	1	4	-3	-2.0	9	-0.3	5	-10	0
O=C(O)c1ccc(Cl)c(S(=O)(=O)N(Cc2ccccc2)c2ccc(F)cc2)c1	12	10	-8	7	-0.5	-3	2.6	3	-12	-1
CCO[C@@H]1OC(C(N)=O)=C[C@H](c2ccc(C(F)(F)F)cc2)[C@H]1CCCO	-2	4	-9	1	-1.2	4	-0.1	2	12	-3
O=c1c2ccccc2c(=O)n(-c2ccccc2)n1CCCCBr	10	0	8	/	-0.5	1	1.5	-9	/	2
COc1ccc(NC(=O)CNC(=O)c2nn(-c3ccc(OC)cc3OC)c(=O)c3ccccc23)c(OC)c1	10	-7	-12	2	-0.1	2	-3.7	26	26	6
COc1ccc(OC)c2c1C(=O)CC2C (configuration not stated)	1	4	/	/	i	-2	1.2	-66	/	/
COc1ccc(/C=N/NC2=NS(=O)(=O)c3ccccc32)cc1OC	-2	4	/	1	i	4	-0.2	9	10	-3
CCNC(=S)N(CCCN(CC)CC)Cc1cc2cc3c(cc2[nH]c1=O)OCO3	6	-3	2	-3	-0.3	4	-0.6	-43	40	-3
O=C(/C=C/c1ccc2c(c1)OCO2)Nc1nncs1	-1	6	-7	2	1.2	-3	-0.2	-19	6	1
CCc1nnc(NC(=O)c2ccc(N3C(=O)CCC3=O)cc2)s1	-1	3	-2	1	0.1	1	-0.9	1	-24	-4
NNCc1cccc(O)c1	8	9	5	/	i	-1	1.2	-4	6	-2
Cc1cccc(C)c1-n1nnnc1-c1cnccc1C(F)(F)F	-4	2	-5	1	i	4	0.3	-3	4	-3
CCCOc1ccc(C(=O)Nc2cc(-c3nn4c(C)nnc4s3)ccc2C)cc1	-8	2	-6	-5	0.0	-10	1.9	0	0	-3
CCNC(=O)C1(C)CCCN(Cc2ccc(Oc3ccccc3)cc2)C1 (configuration not stated)	-1	-1	/	/	i	/	0.0	7	/	/
CCOC(=O)N1CCOCCOCCN(C(=O)OCC)CCOCC1	8	-4	-5	0	i	12	/	-3	18	0
O=c1c2c(nc3c(-c4cccc(Br)c4)c[nH]n13)CCCC2	0	-7	-6	-7	i	8	/	-3	-4	-4
CCOc1ccc(NC(=O)CN(C)S(=O)(=O)c2cccs2)cc1	1	8	-6	-1	-1.6	7	/	-3	29	7
CC(=O)NCc1nc2ccccc2n1Cc1ccccc1C	-1	-3	-11	3	-0.3	1	2.1	-2	12	-1
CC(C)(C)CN1CCNC(=O)C1CC(=O)NCCc1ccccc1F (configuration not stated)	3	7	5	-5	i	-5	-0.6	4	25	6

Only part of the results is shown; count on the stated rates, not on these rows.
